p97 inhibitor: human p97 ATPase inhibition. P55072. recombinant p97 ATPase, Kinase-Glo ATP luminescence, 3 h. inhibition, % at 8 µM. 0.42% of 220,000 active. AID 1481; in the data active = inhibition above about 15%;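 note: 0% = DMSO vehicle and 100% = wells lacking enzyme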
MDM2 E3 inh: Mdm2 E3 ligase (human) inhibition. cell-based MDM2 ubiquitination luciferase reporter, 2 h; 0 = plate control, 100 = twice control, blank-subtracted. 0.11% of 210,000 active. signal enhancement, % at 5 µM;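 active = signal enhancement of 30% or more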;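 note: luminescence tracks abundance of the self-degrading MDM2-luciferase fusion protein; higher signal means inhibition of MDM2 E3 ligase activity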
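test system = mammalian cells stably expressing self-ubiquitinating, self-degrading MDM2 E3–luciferase fusion | quantity = 2000 cells/well | incubation = cell settling 4 h, compound treatment 2 h, both 37 °C | signal = luminescence with SteadyLite reagent, 15 min at room temperature | evaluation = % enhancement relative to plate controls after blank subtraction | benchmarks = plate controls and plate blanks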
Wee1 degr inh: blocks degradation of human Wee1 kinase | P30291 | HeLa Luc-Wee1K328M stability, luciferase luminescence; 100% = proteasome inhibitor MG132 effect | reporter increase, % at 5 µM | 1.2% of 220,000 active | AID 1321;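 active = activation above the mean of all tested compounds plus 3 SD, set per screening run, cut at about 8.8% in these data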;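 note: cells exposed to compound for 20 h before luminescence read; 0% = DMSO alone and 100% = MG132 at 30 µM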
Target sequence (P30291 whole entry K328M): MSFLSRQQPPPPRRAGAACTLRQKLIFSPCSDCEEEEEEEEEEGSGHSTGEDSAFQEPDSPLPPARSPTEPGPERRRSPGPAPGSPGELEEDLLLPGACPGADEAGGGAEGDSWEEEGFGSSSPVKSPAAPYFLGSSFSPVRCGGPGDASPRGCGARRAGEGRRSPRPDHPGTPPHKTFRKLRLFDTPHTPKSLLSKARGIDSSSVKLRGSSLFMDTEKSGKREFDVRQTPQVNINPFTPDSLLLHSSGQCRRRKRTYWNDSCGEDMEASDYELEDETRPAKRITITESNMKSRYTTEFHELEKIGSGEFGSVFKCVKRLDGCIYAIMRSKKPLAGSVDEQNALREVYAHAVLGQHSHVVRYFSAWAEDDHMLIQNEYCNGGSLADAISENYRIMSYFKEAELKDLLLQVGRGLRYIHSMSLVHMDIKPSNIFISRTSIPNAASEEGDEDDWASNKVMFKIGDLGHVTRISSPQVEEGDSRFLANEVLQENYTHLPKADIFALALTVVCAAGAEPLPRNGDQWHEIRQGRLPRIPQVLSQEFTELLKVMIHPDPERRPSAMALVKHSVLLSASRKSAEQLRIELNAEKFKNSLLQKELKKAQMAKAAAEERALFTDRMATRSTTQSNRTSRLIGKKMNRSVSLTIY
14-3-3 Bad inh: disrupts binding of bovine 14-3-3 zeta to phospho-Bad peptide | inhibition, % at 21.7 µM | TR-FRET 14-3-3zeta/Dy647-pBad peptide displacement, 1 h | 0.71% of 220,000 active;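 active = inhibition above about 70%, limit read from the data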;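 note: 0% = full 14-3-3 plus peptide FRET controls and 100% = background without 14-3-3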
eIF4E-4G inh: inhibitors of eIF4E and eIF4G interaction in translation initiation. TR-FRET eIF4E-eIF4GI(517-606) binding, 2 h. inhibition, % at 21.7 µM. 0.37% of 220,000 active. P63073+Q04637;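 active = inhibition above about 30%, limit read from the data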;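 note: 0% = full FRET control wells and 100% = background wells lacking eIF4GI fragment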
FXIIa inh 1536: factor XIIa (human) inhibition. P00748. purified FXIIa, Boc-QGR-AMC fluorogenic substrate, 2 h. inhibition, % at 5 µM. 0.3% of 220,000 active; in the data active = inhibition above about 40%;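 note: 0% = enzyme with no compound and 100% = blank without enzyme; many of its hits are not listed in these tables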
KLK5 inh: kallikrein 5 (human) inhibition. recombinant hK5, fluorogenic AMC substrate cleavage. inhibition, % at 5 µM. AID 873. 0.59% of 210,000 active;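 active = inhibition of 40% or more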;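 note: 0% = enzyme controls without compound and 100% = no-enzyme blanks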
FXIa inh 1536: factor XIa (human) inhibition; purified FXIa, Boc-Glu-Ala-Arg-AMC fluorogenic substrate; inhibition, % at 5 µM; 0.14% of 220,000 active; AID 798;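 active = inhibition of at least 40%; inactive = inhibition below 40%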;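 note: fluorescence of freed AMC excited at 355 nm; 0% = enzyme without compound and 100% = no enzyme blank; many of its hits are not listed in these tables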
Rad51 HR inh: Rad51 (human) homologous recombination inhibition; Q06609; hRad51 DNA strand exchange, fluorescence dequenching; inhibition, % at 10 µM; 0.085% of 200,000 active; AID 1385;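 active = inhibition above 40% at the single screening dose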;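 note: 0% = DMSO control wells and 100% = blanks with heterologous ssDNA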
Target sequence (Q06609 whole entry, looked up): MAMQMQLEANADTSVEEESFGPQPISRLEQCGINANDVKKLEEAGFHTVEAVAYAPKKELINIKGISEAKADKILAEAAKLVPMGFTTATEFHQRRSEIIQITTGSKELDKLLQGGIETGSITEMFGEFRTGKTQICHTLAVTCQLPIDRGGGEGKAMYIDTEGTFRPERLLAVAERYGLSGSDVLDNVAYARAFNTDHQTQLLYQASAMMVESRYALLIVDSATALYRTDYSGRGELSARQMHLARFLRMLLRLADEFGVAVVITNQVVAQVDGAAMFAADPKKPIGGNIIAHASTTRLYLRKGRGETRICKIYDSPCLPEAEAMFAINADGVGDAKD
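Material: human Rad51–ssDNA filaments; Probe or stimulus: labelled 47-mer dsDNA for strand exchange; Doses: single 10 µM dose; Incubation: 37 °C 15-min filament assembly, 30-min compound preincubation, 15-min exchange; Technique: FRET fluorescence dequenching, excitation 485 nm, emission 520 nm; Measure: Fluorescence-based percent inhibition, control- and blank-normalised; Benchmarks: plate control and blank wells.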
Starred values were filed as active, the others as inactive; . = not tested or not shown; [ ] = remark or other dose.

SMILES	p97 inhibitor	MDM2 E3 inh	Wee1 degr inh	14-3-3 Bad inh	eIF4E-4G inh	FXIIa inh 1536	KLK5 inh	FXIa inh 1536	Rad51 HR inh
CCO[C@H]1OC(C(=O)N2CCN(Cc3ccccc3)CC2)=C[C@@H](c2ccccc2)[C@@H]1CCCO	3	.	-2	-1	3	6	-1	-1	-9
CCCC1CCC(C(=O)n2nc(N)c3cc4ccc(OC)cc4nc32)CC1 (stereo not drawn)	3	.	-1	14	-2	11	-10	5	.
O=C1/C(=C\c2ccc(O)cc2)SC(=S)N1c1cccnc1	9	4	3	33	12	3	-3	-3	-28
Cc1ccc(-c2nc(CSCC(=O)NCCN3CCN(Cc4ccccc4)CC3)c(C)o2)cc1	-5	-23	1	-5[fluorescence artefact?]	4[fluorescence artefact?]	6	4	0	-3
Cc1ccoc1C(=O)Nc1ccc(CC(=O)O)cc1	-10	-7	-2	.	.	8	-3	-1	-7
O=C(CCSc1nnc(-c2ccccc2)o1)N1CCOCC1	3	-4	-2	-15[fluorescence artefact?]	4	0	-13	-5	2
CC(C)C(=O)N=c1sc2cc(F)cc(F)c2n1C	-5	-7	1	4[fluorescence artefact?]	-4[fluorescence artefact?]	10	-3	-2	8
CC(C)c1ccccc1-n1c(SCC(=O)N2CCN(c3ccccc3)CC2)nnc1-c1cccnc1	-2	-20	-2	-17	2	5	-6	-2	4
COc1ccc(C2C(C(C)=O)=C(C)N=c3s/c(=C\c4cc(C)n(C)c4C)c(=O)n32)c(OC)c1 (stereo not drawn)	4	-11	-4	-13[fluorescence artefact?]	-17[fluorescence artefact?]	14	6	6	-387
Cc1cccc(OCCCC(=O)Nc2ccc(N3CCCCC3)cc2)c1C	0	-11	-1	1	-3[fluorescence artefact?]	15	-7	5	.
N#Cc1c(SCC(=O)Nc2ccccc2)nsc1SCC(=O)Nc1ccccc1	8	-15	2	5	-1	8	-8	8	1
O=C(O)c1cc2c(ccc3ccccc32)[nH]1	10	3	-1	12	6	7	-7	0	-6
Cc1ccc(C)c(NC(=O)c2ccccc2O)c1	3	-8	-1	-22	2	4	-21	-1	.
Cc1cccc(Oc2ccc(NC(=O)c3ccccc3C(=O)O)cc2)c1	5	-3	-4	-2	5	0	0	-3	7
Cc1ccc(S(=O)(=O)N(C)C)cc1NC(=O)CCc1c[nH]c2ccccc12	-2	-14	1	-5	-2	5	-8	-2	21
COc1cc(C=O)ccc1OCCOCCOc1ccc(Cl)cc1	-4	5	-4	-13	6	5	-5	5	12
COc1ccc(NC(=O)CCN2CCCC2)c(OC)c1	5	-3	3	-9	1	8	-7	-5	-5
O=C(Nc1ccc(Cl)cc1)N1N=CCC1c1ccccc1 (stereo not drawn)	-2	-14	-1	2	1	9	-2	-1	12
CCN1CCN(c2nc(C)c3c(n2)CC(C)CC3=O)CC1 (stereo not drawn)	3	11	1	-3	5	4	2	-1	-11
COC(=O)Cc1[nH]c(=O)[nH]c1C(=O)OC	2	1	-2	0	0	-1	0	-7	2
CN(C)CCNC(NC(=O)c1cccs1)C(Cl)(Cl)Cl (stereo not drawn)	-4	-13	8	3	1[fluorescence artefact?]	33	26	14	-2
CC1Cc2ccccc2N1CC(=O)Nc1ccc(S(=O)(=O)N(C)C)cc1 (stereo not drawn)	10	.	4	7	-1	4	6	-1	-7
O=C(O)c1cc(-c2ccc(Cl)s2)nc2ccccc12	4	-3	7	8	5	4	3	-2	5
O=C(NCCOc1ccccc1Cl)C(=O)Nc1ccccc1	2	2	1	-9	17	12	-17	2	3
Fc1ccc(/C=N/NC(=S)Nc2cccnc2)cc1	0	-2	2	-13	-4	6	0	3	0
Cc1ccc(S(=O)(=O)C2(C(=O)N3CCN(c4cc(C)ccc4C)CC3)CC2)cc1	-4	1	0	-12	1	7	-8	-3	2
C=CCC(=O)N1CCCC(CNC(=O)c2ccc(-c3ccccc3)cc2)C1 (stereo not drawn)	1	-24	-1	0	1	6	-2	-6	0
COc1ccccc1CNC(=O)CCc1nc2ccccc2c(=O)[nH]1	3	-1	-2	2[fluorescence artefact?]	-1	9	-6	2	-8
COC(=O)c1ccc(CSCC(=O)Nc2cc(OC)cc(OC)c2)o1	2	-12	-3	7[fluorescence artefact?]	6[fluorescence artefact?]	10	-1	1	3
CCOC(=O)C1CCN(Cc2ccc(F)c(F)c2)CC1	-1	-29	-1	21	-1	-14	4	-5	-2
CCN=c1sc2ccccc2n1CC(O)COc1ccccc1 (stereo not drawn)	-3	-10	-4	8	-3	3	-4	-5	-5
Cc1ccc(NC(=S)N2CCC(N(C)CC3CCCO3)CC2)c(C)c1 (stereo not drawn)	1	-11	3	-1	0	-8	0	0	3
O=[N+]([O-])c1ccc(NC(=S)N/C(=N/CS(=O)(=O)c2ccccc2)c2ccccc2)cc1	5	-12	-3	1	1	7	1	5	4
O=C1CSC(=Nc2cc(Cl)ccc2Cl)N1	5	-4	2	4[fluorescence artefact?]	3	19	-9	16	.
Cc1cccc(N2CC(C(=O)Nc3nnc(SCC(=O)Nc4cc(C)on4)s3)CC2=O)c1 (stereo not drawn)	7	3	-1	-7[fluorescence artefact?]	0	4	-16	1	0
COc1ccccc1OCC(=O)Nc1nonc1NC(=O)COc1ccccc1OC	-6	-8	1	2[fluorescence artefact?]	2	11	-70	10	.
Cc1cc(C)c2c(n1)SCC(=O)N2CC(=O)NCCC1=CCCCC1	3	-34	-1	-16	-1[fluorescence artefact?]	8	-4	5	1
O=C(COc1ccc(S(=O)(=O)N2CCOCC2)cc1)N1CCc2ccccc2C1	-1	-4	0	2	3	5	-1	0	-14
O=C(NCCCN1CCOCC1)c1cc(-c2ccc(Cl)cc2)on1	-4	-11	1	8	5	11	-21	3	.
CC(=O)N(/N=C/c1ccc([N+](=O)[O-])o1)c1nc2ccccc2c(=O)n1-c1ccccc1	-6	9	-4	-3	-2	-2	-3	-4	.
CCSc1nnc(-c2cc3c(s2)-c2ccccc2CC3)o1	-2	-8	4	5	2	-39	-295	-20	3
C/C(CC(=O)Nc1ccc2c(c1)OCO2)=N\NC(=O)c1ccc(N)cc1	4	-13	9.6*	2	5	13	4	3	.
COc1ccccc1OCCn1c(CO)nc2ccccc21	6	-1	1	-9[fluorescence artefact?]	8	12	-12	0	-4
O=C(Nc1cc(N2CCOCC2)ncn1)Nc1cccc2ccccc12	-1	-7	-1	6	7	16	-13	0	-2
CC(C)(C)C(=O)/C=C(N)/C=C/c1ccccc1	-6	-1	-2	-8	-3	-2	-2	-2	0
COCCn1c(NC(=S)NC(=O)C2CC2)cc(=O)[nH]c1=O	2	-9	-4	-4	-5	2	-4	-5	3
CN1CCN(C(=O)CN(c2ccccc2)S(=O)(=O)N(C)C)CC1	2	.	11*	-2	-1	11	.	2	.
O=C(COC(=O)CNC(=O)c1ccc(Cl)cc1)Nc1cccc(S(=O)(=O)N2CCCC2)c1	5	.	-1	0	-13	10	-2	-3	10
CC(=O)c1sc(NC(=O)c2ccc(C)c(C)c2)nc1C	4	-25	2	1	0	8	-3	-2	-1
Brc1ccc(CSc2nnc(-c3ccco3)o2)cc1	-7	3	0	10	6[fluorescence artefact?]	-4	-4	-7	.
Cc1ccc(S(=O)(=O)Nc2nncs2)cc1	-3	-8	-1	49	0	16	-27	4	0
O=C(NCC1(c2ccccc2)CCCC1)c1cccc(Br)c1	-9	-7	-3	-7	7	5	-5	-6	2
O=C(NCCCn1ccnc1)c1cc2ccccc2o1	0	-3	4	-16	2	4	-2	-3	5
CCOC(=O)C(C)n1nc(/C=C/c2ccc(OC)cc2)ccc1=O (stereo not drawn)	-1	-6	3	-5	0	2	2	-4	12
COC(=O)c1cc(NC(=O)c2c(Cl)nc3sccn23)cc(C(=O)OC)c1	5	9	2	6[fluorescence artefact?]	-10[fluorescence artefact?]	3	2	1	-3
CCN(CC)C(=O)c1cc2c(=O)oc3ccccc3c2s1	-2	10	-3	5	-4[fluorescence artefact?]	16	-5	8	-1
COc1ccc(NC(C)=O)cc1S(=O)(=O)N1CCN(C(=O)c2ccccc2F)CC1	6	-4	1	1	3	6	1	-1	-3
N=c1sccn1CC(=O)Nc1ccccc1-c1ccccc1	4	-5	5	14	4	15	-11	3	-8
O=C(O)c1ccccc1-c1ccc(/C=c2\sc3nc4cc(Br)cnc4n3c2=O)o1	8	0	2	36[fluorescence artefact?]	23[fluorescence artefact?]	11	-22	3	.
CCCc1nc(N)c(C#N)c(-c2ccco2)c1CC	-6	-8	-1	1	3	12	-18	4	-6

Further results
SMILES	p97 inhibitor	MDM2 E3 inh	Wee1 degr inh	14-3-3 Bad inh	eIF4E-4G inh	FXIIa inh 1536	KLK5 inh	FXIa inh 1536	Rad51 HR inh
COCCCNC(=S)NNC(=S)Nc1ccccc1	9	-3	1	-6	-3	3	-10	-7	20
Clc1ccc(CNc2ccccc2NCc2ccc(Cl)nc2)cn1	2	1	-4	2	2	10	8	-5	-4
CCC1CCCCN1C(=O)Nc1ccc(F)cc1 (stereo not drawn)	-3	2	4	12	2	18	3	1	-4
O=c1[nH]c2ccccc2n1CCCSc1cnc2ccccc2n1	-3	2	-1	8	6	4	6	8	-9
Cc1ccc(S(=O)(=O)NCC(=O)OCC(=O)N2CCc3ccccc32)cc1	-1	-41	-3	7	-13	19	-15	5	2
CC1(C)CC(=O)C2=C(C1)N(CCN1CCOCC1)C1=C(C(=O)CC(C)(C)C1)C2c1cccc(Cl)c1	-3	-7	4	-3	0	8	-63	-3	-12
COCC(=O)NCCc1nc(-c2ccccc2)cs1	0	-17	-1	6	3	9	17	-2	12
CCOC(=O)CSc1nnc(CNC(=O)Cc2ccccc2)n1-c1ccccc1OC	-11	-4	-1	15	7[fluorescence artefact?]	18	-16	16	0
O=C(O)C(=O)/C(=C\c1ccc([N+](=O)[O-])cc1)c1ccc2ccccc2n1	-2	-11	2	-11	0	8	6	-3	-9
CCOC(=O)Cc1csc(NC(=O)c2ccoc2C)n1	-1	-3	4	-10	6	13	0	6	6
O=C1NN(c2cccc(Br)c2)C(=O)/C1=C/c1ccc(-c2cc([N+](=O)[O-])ccc2O)o1	35*	.	-2	80*	34*	9	3	5	19
CC(C)(C)c1ccc(-c2nnc(SCCN3C(=O)c4ccccc4C3=O)o2)cc1	-5	-11	1	8	6	17	13	-13	-1
COc1ccc(C2=NCCNC(C(F)(F)F)=C2)cc1	-3	-4	-1	5	-1	.	3	7	-3

Gathered by group: the entries above with fluorine
SMILES	p97 inhibitor	MDM2 E3 inh	Wee1 degr inh	14-3-3 Bad inh	eIF4E-4G inh	FXIIa inh 1536	KLK5 inh	FXIa inh 1536	Rad51 HR inh
CC(C)C(=O)N=c1sc2cc(F)cc(F)c2n1C	-5	-7	1	4[fluorescence artefact?]	-4[fluorescence artefact?]	10	-3	-2	8
Fc1ccc(/C=N/NC(=S)Nc2cccnc2)cc1	0	-2	2	-13	-4	6	0	3	0
CCOC(=O)C1CCN(Cc2ccc(F)c(F)c2)CC1	-1	-29	-1	21	-1	-14	4	-5	-2
COc1ccc(NC(C)=O)cc1S(=O)(=O)N1CCN(C(=O)c2ccccc2F)CC1	6	-4	1	1	3	6	1	-1	-3
CCC1CCCCN1C(=O)Nc1ccc(F)cc1 (stereo not drawn)	-3	2	4	12	2	18	3	1	-4
COc1ccc(C2=NCCNC(C(F)(F)F)=C2)cc1	-3	-4	-1	5	-1	.	3	7	-3

Assay outcomes from PubChem.
